CatS inh: human cathepsin S inhibition; actives 0.06% (n = 62,000); recombinant cathepsin S, AMC dipeptide fluorescence, pooled mixtures; inhibition, %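 (tested at 5 µM per compound within 10-compound mixtures)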; in the data active = inhibition above about 32%, passing the limit was not always enough; inconclusive = no clear call, values can overlap the other calls;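 note: 0% = enzyme without compound and 100% = blank without enzyme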
Her2 expr inh: lowers expression of human Her2 kinase. P04626. SKBR-3 HER2 protein level, AlphaScreen, 18-24 h; hits give low values. HER2 level % of control, % at 10 µM. AID 645. actives 0.69% (n = 65,000);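 active = HER2 level under 5% of the carrier-only control; inconclusive = no clear call, values can overlap the other calls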;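 note: 100% = DMSO carrier and 0% = 500 nM PU-H71 HSP90 inhibitor; lower value means stronger loss of Her2 protein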
Target sequence (P04626 whole entry, looked up): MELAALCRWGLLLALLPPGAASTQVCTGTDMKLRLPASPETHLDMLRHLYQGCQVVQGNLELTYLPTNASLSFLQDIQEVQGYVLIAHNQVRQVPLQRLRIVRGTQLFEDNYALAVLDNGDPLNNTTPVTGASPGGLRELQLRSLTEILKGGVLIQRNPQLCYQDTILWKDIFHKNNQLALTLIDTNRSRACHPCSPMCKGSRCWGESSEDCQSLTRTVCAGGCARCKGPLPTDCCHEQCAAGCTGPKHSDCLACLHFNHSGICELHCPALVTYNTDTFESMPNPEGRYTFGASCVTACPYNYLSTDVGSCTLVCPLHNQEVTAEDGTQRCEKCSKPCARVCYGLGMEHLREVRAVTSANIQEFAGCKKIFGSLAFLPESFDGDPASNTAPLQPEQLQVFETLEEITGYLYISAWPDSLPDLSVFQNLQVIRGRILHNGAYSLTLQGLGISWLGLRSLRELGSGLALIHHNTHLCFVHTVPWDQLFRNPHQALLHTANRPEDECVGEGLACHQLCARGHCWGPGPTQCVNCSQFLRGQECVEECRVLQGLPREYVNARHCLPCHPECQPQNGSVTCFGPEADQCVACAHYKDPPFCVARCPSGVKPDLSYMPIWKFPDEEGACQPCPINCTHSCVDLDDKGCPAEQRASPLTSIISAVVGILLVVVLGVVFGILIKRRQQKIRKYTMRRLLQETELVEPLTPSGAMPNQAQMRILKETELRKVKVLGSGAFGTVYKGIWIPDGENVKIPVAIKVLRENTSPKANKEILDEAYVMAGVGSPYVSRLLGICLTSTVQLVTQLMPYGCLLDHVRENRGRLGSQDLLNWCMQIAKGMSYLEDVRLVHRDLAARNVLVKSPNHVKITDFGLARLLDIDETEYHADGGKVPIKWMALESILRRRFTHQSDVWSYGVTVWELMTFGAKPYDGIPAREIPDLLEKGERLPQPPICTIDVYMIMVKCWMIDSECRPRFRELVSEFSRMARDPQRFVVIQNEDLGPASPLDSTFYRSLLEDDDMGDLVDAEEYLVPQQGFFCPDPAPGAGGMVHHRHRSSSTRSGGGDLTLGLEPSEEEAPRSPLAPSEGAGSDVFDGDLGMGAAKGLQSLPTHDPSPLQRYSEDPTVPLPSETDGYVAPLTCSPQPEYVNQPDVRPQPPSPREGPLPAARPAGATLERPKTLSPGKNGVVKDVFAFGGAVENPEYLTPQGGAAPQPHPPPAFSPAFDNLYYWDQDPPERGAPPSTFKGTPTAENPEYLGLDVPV
CatL block: inhibitors of human cathepsin L. actives 0.17% (n = 58,000). purified cathepsin L, fluorogenic substrate, fluorescence. P07711. inhibition, %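 (tested at 10 µM)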; in the data active = inhibition above about 45%;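 note: 0% = enzyme with no compound and 100% = no enzyme blank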
ROCK2 blocker: blocks human Rho kinase 2 activity; O75116; inhibition, % at 6 µM; actives 0.35% (n = 60,000); purified ROCK2, Kinase-Glo ATP depletion luminescence; AID 604;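 active = inhibition above the screen-wide mean inhibition plus 3 SD, cut at about 18% in these data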;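 note: plate controls were DMSO wells for no effect and Y-27632 control wells after no-enzyme background subtraction for full effect; many of its hits are not listed in these tables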
CatB mix inh: inhibitors of human cathepsin B in compound mixtures. Purified cathepsin B, AMC dipeptide fluorescence. AID 488. inhibition, %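 (ten-compound pools at 5 µM per compound and 50 µM total)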. P07858. actives 0.06% (n = 62,000); in the data active = inhibition above about 22%, passing the limit was not always enough; inconclusive = no clear call, values can overlap the other calls;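 note: 0% = enzyme without compound and 100% = no enzyme blank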
PKA kinase inh: inhibitors of human protein kinase A. P17612. PKA Kemptide phosphorylation, Kinase-Glo ATP luminescence. inhibition, % at 6 µM. actives 0.1% (n = 65,000);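 active = inhibition above the screen-wide mean inhibition plus 3 SD, cut at about 21% in these data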; note: many of its hits are not listed in these tables
C1s inh: human complement C1s inhibition; P09871; purified C1s, fluorogenic AMC substrate, pooled mixtures; mean inhibition % of two 10-compound mixtures (hits give high values), % at 5 µM (by protocol); actives 0.16% (n = 62,000); AID 538;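 active = inhibition above 20% in each of the two 10-compound mixture wells holding the compound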;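 note: 0% = enzyme wells lacking compound mixture and 100% = no-enzyme blank wells; some compounds called inactive have numbers as strong as hits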
CatB inh: inhibitors of human cathepsin B; actives 0.1% (n = 63,000); inhibition, %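 (tested at 10 µM)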; purified cathepsin B, fluorogenic substrate, fluorescence; in the data active = inhibition above about 21%;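 note: 0% = enzyme with no compound and 100% = no enzyme blank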
CatG inh: blocks human cathepsin G enzyme activity | inhibition, % at 5 µM (by protocol) | purified enzyme, AMC-tetrapeptide fluorescence, pooled mixtures | P08311 | actives 0.2% (n = 62,000);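 active = inhibition above 20% in each of the two mixture wells holding the compound; inactive = inhibition of 20% or less in either well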;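 note: 0% = enzyme control without mixture and 100% = blank lacking enzyme; strong numbers were not always called active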
An asterisk follows results filed as active; u = inconclusive; x = not tested or not shown. The list is partial; count on the stated rates, not on these rows.

SMILES	CatS inh	Her2 expr inh	CatL block	ROCK2 blocker	CatB mix inh	PKA kinase inh	C1s inh	CatB inh	CatG inh
Cc1ccc(C)c(CN2CCNC2=O)c1	5	92	14	18	5	7	15	2	13
CCCn1c(=S)[nH]c2cc(C(=O)NCC3CCCO3)ccc2c1=O (stereo not given)	-2	96	-2	5	6	2	17	1	11
COc1ccc(-c2cn3c(C)c(C(=O)Nc4cccc(NC(C)=O)c4)sc3n2)cc1	16	71	10	1	7	0	1	-2	-3
CC12COC3(C(=O)Nc4cccnc4)CC1CCC32C (stereo not given)	-6	78	0	x	-3	9	-9	1	8
COc1ccc(N2C(=O)CC(N3CCN(c4ccccc4F)CC3)C2=O)cc1 (stereo not given)	-21	83	3	3	-18	3	-53	2	-15
CCN(CC)CC(O)Cn1c2ccccc2c2ccccc21 (stereo not given)	-4	64	11	6	2	6	-11	6	5
Cc1cc(C)nc(SCc2nnc(SCC(=O)Nc3ccc(Cl)c(C(F)(F)F)c3)o2)n1	-6	85	-10	2	1	-2	1	-6	5
Clc1ccc(Cc2nn3c(-c4ccncc4)nnc3s2)cc1	8	81	5	4	0	1	3	2	-11
CC(=O)Nc1ccc(S(=O)(=O)N(C)CC(=O)NC2=NCCS2)cc1	10	112	5	2	6	-2	-6	8	-2
COC(=O)c1ccc(CSc2nnnn2-c2ccc(C)cc2C)o1	-3	96	12	-3	1	1	-20	9	4
N#CCCN1CCN(C2=NC(=O)C(=C3CCCCC3)S2)CC1	3	102	-2	-1	-4	4	5	5	9
COC(=O)CC(C(=O)Nc1cc(C(=O)OC)cc(C(=O)OC)c1)N1CCN(C)CC1 (stereo not given)	10	98	1	7	3	8	0	6	1
Cc1ccc(-c2nc(C(=O)NC3CCCCCC3)no2)cc1	10	97	x	0	8	0	-62	5	-8
CCOC(=O)C1=C(C)Nc2nc3ccccc3n2C1c1ccncc1 (stereo not given)	0	88	1	3	4	-7	6	6	11
COc1ccc(C)cc1NC(=O)C1CC(=O)N(Cc2ccco2)C1 (stereo not given)	-5	106	2	6	-5	9	-4	1	11
Cc1ccc(-c2nc3ncccn3c2Nc2ccc3c(c2)OCCO3)o1	-2	57	15	x	1	4	16	-1	11
CCOC(=O)c1c(C)[nH]c(C(=O)COC(=O)CCC(=O)c2ccc3c(c2)OCCO3)c1C	2	104	6	6	4	5	15	5	12
CC(=O)N1CCCc2cc(S(=O)(=O)N(C)CCC#N)ccc21	1	115	-4	2	4	-1	1	0	10
COCCn1c(=S)[nH]c2ccc(N(C)C)cc2c1=O	2	67	-8	1	9	6	-2	4	9
C=CCn1c(SCc2nc3ccccc3[nH]2)nnc1-c1ccncc1	-3	91	-3	15	-3	7	-4	3	7
COC(=O)CNC(=O)CCCCC(=O)NCC(=O)OC	-2	112	-7	0	2	2	14	1	8
O=C(O)CCC(=O)N1CCN(c2nc3ccccc3s2)CC1	-8	100	1	-3	3	6	-10	2	-12
O=c1[nH]c(-c2ccccc2)c(-c2ccccc2)[nH]1	-1	88	-4	4	4	4	-5	-5	1
CC(=O)Nc1c(C(=O)c2ccccc2)oc2ccccc12	u	86	104*	0	6	2	-6	-2	-5
CCc1ccccc1N(CC)C(=O)CCc1nc(-c2ccc(C)cc2)no1	13	76	29	10	4	2	-26	5	-6

Quoted at random: three entries already listed.
SMILES	CatS inh	Her2 expr inh	CatL block	ROCK2 blocker	CatB mix inh	PKA kinase inh	C1s inh	CatB inh	CatG inh
CCOC(=O)C1=C(C)Nc2nc3ccccc3n2C1c1ccncc1 (stereo not given)	0	88	1	3	4	-7	6	6	11
CCc1ccccc1N(CC)C(=O)CCc1nc(-c2ccc(C)cc2)no1	13	76	29	10	4	2	-26	5	-6
COCCn1c(=S)[nH]c2ccc(N(C)C)cc2c1=O	2	67	-8	1	9	6	-2	4	9

Further entries
SMILES	CatS inh	Her2 expr inh	CatL block	ROCK2 blocker	CatB mix inh	PKA kinase inh	C1s inh	CatB inh	CatG inh
N#CCCn1ncc2ccccc21	3	115	12	6	-4	6	-14	3	-1
COC(=O)C(C)Sc1nnc(SC(C)C(=O)OC)s1 (stereo not given)	5	62	-2	4	0	8	-16	-1	-3
CCCCN(C)C(=O)c1oc2ccc(S(=O)(=O)N3CCCCCC3)cc2c1C	-8	142	19	5	-2	7	-15	2	-8
CN1CCN(S(=O)(=O)c2ccc(NC(=O)c3ccc(F)cc3)cc2)CC1	2	114	0	1	5	4	3	6	0
CCC(C)c1ccc(O)c(N)c1 (stereo not given)	-9	86	-18	2	3	2	12	0	6
O=C(Cc1ccccn1)Nc1ccccc1	5	121	10	5	-2	11	-6	1	4
O=C(Nc1ccccc1C(=O)Nc1ccccc1C(=O)NCc1ccco1)c1ccco1	-2	74	0	6	2	9	3	-2	10
O=C(O)c1cc(Cl)c2ccccc2c1O	-3	88	-7	8	3	5	-24	-7	-4
O=C(COc1cccc(-n2cnnn2)c1)NCCC1=CCCCC1	1	98	-3	0	0	0	-1	6	6
COc1ccccc1N1CCN(C(=O)c2ccc(Br)s2)CC1	2	92	-1	x	3	3	-6	-3	9
NC(=O)COc1ccc(=O)n(-c2ccccc2)n1	-2	97	x	4	4	10	14	-4	10
CCOC(=O)N1CCC(NC(=O)CSCc2nc(-c3ccc(OC)c(OC)c3)oc2C)CC1	10	124	2	3	2	3	0	5	10
COc1ccccc1/C=c1\sc2nc(-c3cccs3)nn2c1=O	-1	79	-11	4	-7	7	5	2	8
CC(C)NCC(O)COc1ccc(CC(N)=O)cc1 (stereo not given)	-4	106	8	6	1	1	-20	5	-15
Cc1ccc(C)c(S(=O)(=O)NC(CCC(N)=O)C(=O)O)c1 (stereo not given)	0	144	0	x	2	5	-30	-6	-2
O=C(CSc1nc(N2CCCCC2)nc(N2CCCCC2)n1)Nc1nccs1	16	102	3	6	-1	9	-15	1	0
Cc1ccnc(NC(=O)CCC(=O)N(CC(=O)NC2CCCCC2)c2cccc(C)c2C)c1	-3	66	-2	7	-4	13	-5	-2	-6
CC(=O)Nc1cc2c(cc1C(=O)C(C)C)OCCO2	2	103	3	6	1	6	-4	15	8
CC1=[N+]([O-])C(N2CCOCC2)C(O)(c2ccccc2)C1 (stereo not given)	1	88	-7	4	3	-1	2	-1	10
Cn1ncc(C#N)c1/N=C/N1CCOCC1	1	117	x	4	-2	0	-35	7	-2
COc1cccc(CN2CCN(c3ncccn3)CC2)c1	-3	118	x	-1	4	10	11	x	9
COc1ccc(NC2CS(=O)(=O)CC2OC(=O)c2ccc(F)cc2)cc1 (stereo not given)	1	92	x	-3	-6	8	-1	-1	0
FC(F)(F)C(Oc1nc(NC2CCCCC2)nc(N2CCOCC2)n1)C(F)(F)F	-9	136	-8	5	3	2	2	3	6
Cc1ccc(S(=O)(=O)c2nc(NC3CCS(=O)(=O)C3)sc2Cl)cc1 (stereo not given)	-2	57	-3	x	1	6	-11	-7	-3
CCOC(=O)Cc1csc(NC(=O)c2cccc(OC)c2)n1	10	75	13	4	-2	2	26	2	24
The list goes on:
SMILES	CatS inh	Her2 expr inh	CatL block	ROCK2 blocker	CatB mix inh	PKA kinase inh	C1s inh	CatB inh	CatG inh
COc1ccc(NC2=CC(=O)CC(C)(C)C2)cc1OC	13	56	8	-1	1	-8	0	7	5
CCn1c(COc2ccccc2C)nnc1SCC(=O)N1CCC(C)CC1	0	99	-7	2	2	-1	-4	2	-1
COCCN1Cc2cccc(C(=O)Nc3c(C)cc(C)cc3C)c2C1=O	9	100	20	-2	4	-2	-22	4	6
Cn1c(=O)[nH]c(=O)c2c1nc(N1CCCC1)n2CC(O)COc1ccccc1 (stereo not given)	-4	72	-4	3	2	-4	12	-2	9
O=C(CN1C(=O)NC(Cc2ccccc2)C1=O)NC(=O)NC1CCCCC1 (stereo not given)	-19	101	-1	0	-2	-4	1	3	3
Cc1cnc(C(=O)OCC(=O)Nc2oc(-c3ccccc3)c(-c3ccccc3)c2C#N)cn1	6	38	x	5	1	10	18	5	11
CCCn1nc(C(=O)NCc2ccccn2)c2ccccc2c1=O	16	140	8	4	7	9	11	6	12
Cc1c(NC(=O)C(C)Oc2ncnc3ccccc23)c(=O)n(-c2ccccc2)n1C (stereo not given)	6	113	11	2	1	6	12	2	11
CCOC(=O)C1CCN(c2ncnc3c2[nH]c2cccc(OC)c23)CC1	-5	102	-20	2	-6	5	-53	-3	5
Cc1ccc(S(=O)(=O)N2CCN(c3nc(C)c4c(c3C#N)CC(C)(C)OC4)CC2)cc1	x	96	-11	1	x	5	x	0	x
CNS(=O)(=O)c1cc(O)c2c(S(=O)(=O)NC)cccc2c1	3	82	-1	7	5	8	8	-1	0
N#CC1=C(c2ccccc2)N=P(N2CCOCC2)(N2CCOCC2)N=C1N1CCOCC1	8	x	-1	x	7	2	1	-1	-2
CCCCOC(=O)CNc1nnc(SCC(=O)OCC)[nH]c1=O	-7	89	11	5	6	12	3	3	16
Cc1cccn2c(=O)c3cc(C(=O)NC4CCCC4)c(=N)n(C4CCCC4)c3nc12	-10	49	-162	x	-14	7	-189	-19	-15
Cc1csc(=N)n1CC(=O)N1CCc2ccccc21	7	121	5	2	-6	0	27	-3	-4
Cc1nn(-c2ccccc2)c(C)c1C(=O)OCC(=O)c1c(N)n(CC(C)C)c(=O)n(C)c1=O	1	92	4	2	-1	2	5	-3	-4
COCCCn1c(-c2ccco2)nc2ccccc2c1=O	-4	114	-2	4	2	-1	4	4	1
NC(=O)c1c(-c2ccccc2)oc2ccc(O)cc12	5	76	16	4	3	3	9	1	12
COc1cccc(-c2nc(N3CCCCC3C)c3ccccc3n2)c1O (stereo not given)	x	94	11	-13	x	1	x	-4	x
O=C(O)c1cc(-c2cccs2)nc2cc3c(cc12)OCCO3	40	71	-122	5	-5	5	-75	-6	-1
CC(C)(Oc1ccc(Cl)cc1)C(=O)Nc1ncccn1	1	67	-9	x	-2	-4	1	0	-2
COCCOC(=O)C1=C(C)OC(N)=C(C#N)C1c1ccco1 (stereo not given)	x	113	-5	8	x	4	x	1	x
CC1CC(C)CN(C(=O)Cn2c(=O)n(CCCCC(=O)NCc3ccco3)c(=O)c3ccccc32)C1 (stereo not given)	5	81	18	5	-1	7	14	4	9
N#C/C(=C(/O)CN1CCOCC1)c1nc(-c2ccccc2)cs1	10	118	15	4	1	8	-10	5	5
CCCn1c(C(O)c2cc(OC)ccc2OC)nc2ccccc21 (stereo not given)	0	140	2	4	3	9	12	6	7

Next section; the last two above are carried over.
SMILES	CatS inh	Her2 expr inh	CatL block	ROCK2 blocker	CatB mix inh	PKA kinase inh	C1s inh	CatB inh	CatG inh
N#C/C(=C(/O)CN1CCOCC1)c1nc(-c2ccccc2)cs1	10	118	15	4	1	8	-10	5	5
CCCn1c(C(O)c2cc(OC)ccc2OC)nc2ccccc21 (stereo not given)	0	140	2	4	3	9	12	6	7
Cc1ccc(N2CCN(c3ccc(C)cc3)C(CC(=O)O)C2=O)cc1 (stereo not given)	-4	172	0	2	10	15	4	1	15
O=C(OC1CCCCC1)c1ccc2c(c1)C1C=CCC1C(C(=O)O)N2 (stereo not given)	-7	93	16	-4	-3	1	-46	3	-16
O=C(NCCN1CCCCCC1)C1CC(=O)N(CCc2ccccc2)C1 (stereo not given)	-5	86	12	2	-2	9	0	2	7
Cc1nnc(NC(=O)C2CCCN(S(=O)(=O)Cc3ccccc3)C2)s1 (stereo not given)	-9	99	-6	x	-2	-1	-38	-1	-9
O=C(Nc1cccc(-c2cn3ccccc3n2)c1)c1cnccn1	-1	123	x	x	3	2	-1	-4	-1
C=CCn1c(COc2cccc3ccc(C)nc23)nnc1SCC(N)=O	19	94	-11	-4	4	0	14	3	16
CCOC(=O)CCCNC(=O)CN1C(=O)NC(CCc2ccccc2)C1=O (stereo not given)	-4	111	4	3	3	2	-29	0	-8
CN(Cc1nc(-c2cccnc2)no1)S(=O)(=O)c1ccccc1	10	95	4	8	4	7	-12	1	-9
CCCc1cc(=O)[nH]c(SCC(=O)NC(=O)OCC)n1	1	100	7	9	6	5	4	6	11

Screening data as filed in PubChem BioAssay.
